MRP reversal = reverses drug resistance mediated by MRP. H69AR cells + 2 uM doxorubicin, CellTiter-Glo, 72 h. actives 0.04% (n = 85,000). AID 602. differential viability (reversal), % at 10 µM;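 active means viability drop by adding the cancer drug above about 55%, with treated viability meeting a 40% cutoff, limit read from the data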;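 further: viability without doxorubicin minus viability with 2 µM doxorubicin for each compound; larger differential means the compound sensitizes cells more to doxorubicin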
NFkB transloc pot = enhances IL-1B driven NFkB nuclear translocation. HUVEC IL-1B NFkB p65 nuclear translocation imaging. actives 0.3% (n = 94,000). AID 819. activation, % at 2 µM;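 active means activation above 40%, about the mean plus 3 SD, also judged a hit on visual image review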;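 further: percent activation is computed from the nuclear over cytoplasmic p65 intensity ratio; values of inactives mirror those of a sister screen read the other way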
Bcl-B displacement = displacers of TR3 peptide from Bcl-B, primary screen, selectivity assay for Bfl-1 inhibitor project, biochemical, fluorescence polarization; FP displacement of FITC-TR3 peptide from Bcl-B; higher % means a stronger effect; displacement, % at 20 µM, or IC50 in µM where a hit was titrated; actives 0.11% (n = 96,000);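 active means displacement above 50% at 20 µM plus a fluorescence interference ratio under 1.5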;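 further: plate controls were wells without compound for no effect and wells lacking Bcl-B protein for full effect; a part of the inactive calls stands beside numbers as strong as those of hits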
IL1B NFkB inh = blocks IL-1B driven NFkB nuclear translocation in HUVEC cells | HUVEC IL-1B NFkB p65 nuclear translocation imaging | inhibition, % at 2 µM | actives 0.43% (n = 94,000);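 active means inhibition above about 30% together with a positive call from visual inspection of the well image, limit read from the data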;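 further: nuclear over cytoplasmic p65 intensity ratio measured by imaging; 0% = IL-1B stimulated DMSO wells and 100% = unstimulated DMSO wells; values of inactives mirror those of a sister screen read the other way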
PLAP inhibitors HTS = inhibition of human placental alkaline phosphatase – biochemical, luminescence, HTS (AID 690). purified PLAP, luminescent substrate; higher % means a stronger effect. one-dose inhibition, % at 20 µM; IC50 in µM for titrated hits. actives 0.08% (n = 96,000); in the data active means a potency from the dose series; inactive means the rest, 99 in 100 with inhibition below about 30%; further: strong numbers were not always called active
MRP reversal cytotoxicity = recorded beside MRP reversal, whose call it bears; viability, %; H69AR cells, CellTiter-Glo, 72 h; measured here: cytotoxicity without doxorubicin
MRP reversal with doxorubicin = second read-out of MRP reversal, no call of its own (marks repeat the call); viability, %; measured here: viability with 2 uM doxorubicin; hits give low values
IL1B NFkB inh cell count 2 µM = further read-out of IL1B NFkB inh, marked with its call; cell count; measured here: cells passing quality filter;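 raw number of nuclei counted in each imaged well without normalization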
NFkB transloc pot cell count 2 µM = further read-out of NFkB transloc pot, marked with its call; cell count; measured here: cells passing quality filter
* hit, by the source's call; nt = not tested or not shown. A portion of the library (hit frequency here may not be typical).

mol	MRP reversal	MRP reversal cytotoxicity	MRP reversal with doxorubicin	NFkB transloc pot	NFkB transloc pot cell count 2 µM	Bcl-B displacement	IL1B NFkB inh	IL1B NFkB inh cell count 2 µM	PLAP inhibitors HTS
CCCN1CCN(C(=O)c2cn(CC(C)C)c(=O)c3cc(OC)c(OC)cc23)CC1	18	82	63	16	159	-2%	-16	159	-31%
CC(C)CC(C)NNC(=O)c1cc2ccccc2[nH]1 (stereo not drawn)	nt	nt	nt	-10	103	6%	10	103	3%
CCn1c(COc2cccc(C)c2)nnc1SCC(=O)N1CCCC1	-2	74	76	3	67	14%	-4	67	-44%
CCOc1ccc(NC(=O)c2ccc(CNc3c(NC4CCCCC4)c(=O)c3=O)cc2)cc1	nt	nt	nt	-9	210	-2%	9	210	13%
CCNC(=S)NNC(=O)c1cccn(Cc2ccc(Cl)cc2Cl)c1=O	nt	nt	nt	4	126	0%	-4	126	-68%
CC1CC(C)CN(C(=O)CN2CCN(Cc3ccc(Cl)cc3)C2=O)C1 (stereo not drawn)	2	91	89	nt	nt	6%	nt	nt	-93%
COc1cccc(C(=O)CN2CCC(NC(=O)NC3CCCCC3)CC2)c1	6	97	90	3	182	-12%	-3	182	-12%
CCOC(=O)c1cc(-c2ccco2)nc2c1c(C)nn2-c1ccccc1	-8	80	88	-14	142	-23%	14	142	-47%
Cc1ccc(N(CC(O)CN(C)C)S(=O)(=O)c2ccccc2)cc1 (stereo not drawn)	2	92	90	0	47	-10%	0	47	-19%
O=C(CN(C(=O)Cn1nnc(-c2cccs2)n1)c1ccc2c(c1)OCCO2)NCc1ccccc1	6	90	84	-23	164	-1%	23	164	-113%
Cc1nn(-c2nc3ccccc3n2Cc2ccccc2)c2c1C(=O)CC(C)(C)C2	-6	77	82	-3	122	-3%	3	122	-49%
CC(C)Oc1ccc(CNC(=S)N/N=C/c2cccnc2)cc1	nt	nt	nt	nt	nt	1%	nt	nt	4%
COc1ccccc1CN1CC(C(=O)N2CCN(c3ccc(F)cc3)CC2)CC1=O (stereo not drawn)	0	73	73	41*	120*	4%	-41	120	-50%
Cc1ccccc1NS(=O)(=O)c1cc(C(N)=O)ccc1C	-9	98	106	4	160	-2%	-4	160	-4%
CCCCn1c(=N)n(CC(O)COc2ccc(C)cc2)c2ccccc21 (stereo not drawn)	-22	7	30	-1	99	-12%	1	99	-77%
Cn1c(=O)c2c(nc(N3CCCCCC3)n2CC(=O)c2ccccc2)n(C)c1=O	14	55	41	1	145	-9%	-1	145	-18%
Cc1ccc(-c2nnn(CC(=O)NC3CC4CCC3C4)n2)cc1 (stereo not drawn)	9	88	79	-14	141	-4%	14	141	9%
O=C(NCCCN1CCOCC1)c1ccc2c(=O)n(CCc3ccccc3)c(=O)[nH]c2c1	22	108	86	8	188	-7%	-8	188	-15%
Cc1cnc(C(=O)Nc2ccc3c(c2)CCC3)cn1	-27	68	96	-4	159	25%	4	159	1%
COC(=O)c1ccc(-c2ccco2)n1Cc1cc(C)ccc1C	-9	60	68	-12	158	16%	12	158	17%
CCn1cc(NC(=O)Nc2ccccc2C(=O)OC)c(C(N)=O)n1	5	93	88	7	125	26%	-7	125	12%
Cc1[nH]nc2c1C(c1ccccc1F)CC(=O)N2 (stereo not drawn)	6	89	82	9	63	-5%	-7	63	-38%
O=C(c1cccc(F)c1)N1CCN(C(=O)c2cc(-c3ccc(Cl)cc3Cl)on2)CC1	-19	42	61	-6	150	-12%	6	150	-37%
COc1cc(C)c(Br)cc1S(=O)(=O)N1CCCC1	2	83	81	26	134	-13%	-26	134	-2%

4 entries from above, as labelled records:
> CCCCn1c(=N)n(CC(O)COc2ccc(C)cc2)c2ccccc21 (stereo not drawn)
- MRP reversal = -22
- MRP reversal cytotoxicity = 7
- MRP reversal with doxorubicin = 30
- NFkB transloc pot = -1
- NFkB transloc pot cell count 2 µM = 99
- Bcl-B displacement = -12%
- IL1B NFkB inh = 1
- IL1B NFkB inh cell count 2 µM = 99
- PLAP inhibitors HTS = -77%

> Cn1c(=O)c2c(nc(N3CCCCCC3)n2CC(=O)c2ccccc2)n(C)c1=O
- MRP reversal = 14
- MRP reversal cytotoxicity = 55
- MRP reversal with doxorubicin = 41
- NFkB transloc pot = 1
- NFkB transloc pot cell count 2 µM = 145
- Bcl-B displacement = -9%
- IL1B NFkB inh = -1
- IL1B NFkB inh cell count 2 µM = 145
- PLAP inhibitors HTS = -18%

> Cc1ccc(-c2nnn(CC(=O)NC3CC4CCC3C4)n2)cc1 (stereo not drawn)
- MRP reversal = 9
- MRP reversal cytotoxicity = 88
- MRP reversal with doxorubicin = 79
- NFkB transloc pot = -14
- NFkB transloc pot cell count 2 µM = 141
- Bcl-B displacement = -4%
- IL1B NFkB inh = 14
- IL1B NFkB inh cell count 2 µM = 141
- PLAP inhibitors HTS = 9%

> O=C(NCCCN1CCOCC1)c1ccc2c(=O)n(CCc3ccccc3)c(=O)[nH]c2c1
- MRP reversal = 22
- MRP reversal cytotoxicity = 108
- MRP reversal with doxorubicin = 86
- NFkB transloc pot = 8
- NFkB transloc pot cell count 2 µM = 188
- Bcl-B displacement = -7%
- IL1B NFkB inh = -8
- IL1B NFkB inh cell count 2 µM = 188
- PLAP inhibitors HTS = -15%

Next section
mol	MRP reversal	MRP reversal cytotoxicity	MRP reversal with doxorubicin	NFkB transloc pot	NFkB transloc pot cell count 2 µM	Bcl-B displacement	IL1B NFkB inh	IL1B NFkB inh cell count 2 µM	PLAP inhibitors HTS
COc1ccc(S(=O)(=O)N2CCC(NC(=O)Nc3ccc(C)cc3)CC2)cc1	-15	49	64	-11	183	12%	11	183	7%
Cc1cc(Br)c(S(=O)(=O)n2nnc3ccccc32)cc1C	8	100	92	1	150	0%	-1	150	-23%
COc1ccc(CSc2nc(C)cc(=O)[nH]2)cc1	1	98	97	5	204	4%	-5	204	-16%
CCCCCc1nnc(NC(=O)C2CCCO2)s1 (stereo not drawn)	-1	102	103	8	92	3%	-8	92	10%
CN(C(=O)CSc1ncccc1C(=O)O)c1ccccc1	-6	95	100	14	90	3%	-14	90	-2%
COc1cccc(N2CCN(C(=O)CCn3c(=S)[nH]c4cc5c(cc4c3=O)OCO5)CC2)c1	-9	76	84	-12	114	-17%	12	114	-4%
COc1ccc(C2/C(=C(\O)c3cccc(OC)c3)C(=O)C(=O)N2c2ccccn2)cc1 (stereo not drawn)	3	89	86	-4	99	-13%	4	99	0%
COc1cnc(SCc2ccc(Cl)cc2)nc1Cl	nt	nt	nt	nt	nt	4%	nt	nt	21%
COCCn1c(C)cc(C(=O)CSc2nnc3scc(-c4ccc(Cl)cc4)n23)c1C	nt	nt	nt	29	174	nt	-29	174	nt
CCCc1nc(N)nc2c1C(=O)CC(C)(C)C2	-9	96	105	nt	nt	-5%	nt	nt	2%
CCC(=O)Nc1ccc(-c2nn3c(C)nnc3s2)cc1C	-6	91	97	-10	163	-8%	10	163	-21%
CC1CCCCN1S(=O)(=O)c1ccc2c(c1)CCN2C(=O)CCC(=O)O (stereo not drawn)	12	95	83	16	116	7%	-16	116	-5%
O=C(Nc1ccc2c(c1)OCO2)C1CC(c2ccc(F)cc2)=NO1 (stereo not drawn)	-12	86	99	-4	172	23%	4	172	21%
COC(=O)c1cc(=O)n(CCc2ccc(OC)c(OC)c2)c(=Nc2ccc(F)c(Cl)c2)s1	0	1	1	5	136	-3%	-5	136	-37%
O=C(NCc1ccccc1)C(c1ccccc1)N(Cc1cccs1)C(=O)c1cnccn1 (stereo not drawn)	nt	nt	nt	-4	64	-6%	4	64	-8%
COc1cc(C(=O)NCCC(=O)NC2CCCCCCC2)cc(OC)c1OC	-6	82	88	nt	nt	-16%	nt	nt	-4%
Cc1nn(C(C)c2n[nH]c(=S)n2-c2ccc(F)cc2)c(C)c1[N+](=O)[O-] (stereo not drawn)	16	96	80	-5	119	nt	5	119	nt
Cc1ccc(CNC(=O)C(NS(=O)(=O)c2ccc3nc(C)sc3c2)C(C)C)cc1 (stereo not drawn)	8	95	87	27	93	0%	-27	93	10%
O=S(=O)(NCC1CCCO1)c1ccc2c(c1)OCCO2 (stereo not drawn)	1	103	102	6	104	0%	-6	104	8%
COc1ccc(C/C(=N\O)c2ccc(OC)cc2)cc1	-9	106	115	2	145	-3%	-2	145	1%
Cc1ccc(-n2c(Cc3cccs3)nnc2SCC(=O)Nc2ccc(F)c(F)c2)cc1	-2	77	79	19	83	2%	-18	83	18%
O=C(Nc1ccccc1)N(CCc1nc2ccccc2[nH]1)C1CCCC1	-7	58	64	-7	173	-16%	6	173	-2%
COc1cc(C)nc(N2CCCC(C(=O)Nc3cccc(Cl)c3Cl)C2)n1 (stereo not drawn)	-29	11	40	-8	132	-5%	8	132	-5%
CCn1cnc2sc(C(=O)O)c(C)c2c1=O	-1	95	96	15	112	-2%	-15	112	-2%

Of the compounds above, these contain two or more sulfur atoms.
mol	MRP reversal	MRP reversal cytotoxicity	MRP reversal with doxorubicin	NFkB transloc pot	NFkB transloc pot cell count 2 µM	Bcl-B displacement	IL1B NFkB inh	IL1B NFkB inh cell count 2 µM	PLAP inhibitors HTS
COCCn1c(C)cc(C(=O)CSc2nnc3scc(-c4ccc(Cl)cc4)n23)c1C	nt	nt	nt	29	174	nt	-29	174	nt
Cc1ccc(CNC(=O)C(NS(=O)(=O)c2ccc3nc(C)sc3c2)C(C)C)cc1 (stereo not drawn)	8	95	87	27	93	0%	-27	93	10%
Cc1ccc(-n2c(Cc3cccs3)nnc2SCC(=O)Nc2ccc(F)c(F)c2)cc1	-2	77	79	19	83	2%	-18	83	18%

Quoted from above, 2 compounds:
mol	MRP reversal	MRP reversal cytotoxicity	MRP reversal with doxorubicin	NFkB transloc pot	NFkB transloc pot cell count 2 µM	Bcl-B displacement	IL1B NFkB inh	IL1B NFkB inh cell count 2 µM	PLAP inhibitors HTS
COc1cc(C)nc(N2CCCC(C(=O)Nc3cccc(Cl)c3Cl)C2)n1 (stereo not drawn)	-29	11	40	-8	132	-5%	8	132	-5%
CCn1cnc2sc(C(=O)O)c(C)c2c1=O	-1	95	96	15	112	-2%	-15	112	-2%

More structures follow:
mol	MRP reversal	MRP reversal cytotoxicity	MRP reversal with doxorubicin	NFkB transloc pot	NFkB transloc pot cell count 2 µM	Bcl-B displacement	IL1B NFkB inh	IL1B NFkB inh cell count 2 µM	PLAP inhibitors HTS
CCN(CC)S(=O)(=O)c1ccc(Cl)c(C(=O)Nc2nnc(C)s2)c1	13	107	94	nt	nt	-7%	nt	nt	-28%
Cc1cccc(NC(=O)C2CCCN2C(=O)OCC(C)C)c1C (stereo not drawn)	-11	87	98	16	129	nt	-16	129	nt
COc1ccc2c(c1)cc(C(=O)O)n2C	-4	99	103	-6	155	-8%	6	155	19%
O=C(CN1CCN(c2ccc(F)cc2)CC1)OCc1ccccc1	-6	89	95	13	163	-5%	-13	163	-29%

Compound activity as filed in PubChem BioAssay.
